ARNT-TACC3 inh: ARNT/TACC3 interaction disruption; AlphaScreen His-ARNT PAS-B/GST-TACC3 binding, luminescence; TACC3 fragment carries E629A point mutation; inhibition, % at 9.99 µM; actives 0.66% (n = 390,000);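 active = mean inhibition of replicates at least 50% and at least half of replicates each reaching 50%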;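 also: 0% = complete ARNT plus TACC3 wells and 100% = ARNT alone without TACC3; many hits fall short of the cut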
RAD54 branch: RAD54 (human) branch migration inhibition; inhibition, % at 10.4 µM; RAD54 Holliday junction branch migration, FAM/BHQ fluorescence; actives 0.14% (n = 360,000); Q92698;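 active = mean normalized replicate activity at least 40 and at least half of replicates scoring 40 or more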;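 also: 0% = median of neutral control wells and 100% = median of positive control wells; inhibitors cause a drop in the FAM fluorescence signal; in these data hits start at about 50%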
Target sequence (Q92698 whole entry, looked up): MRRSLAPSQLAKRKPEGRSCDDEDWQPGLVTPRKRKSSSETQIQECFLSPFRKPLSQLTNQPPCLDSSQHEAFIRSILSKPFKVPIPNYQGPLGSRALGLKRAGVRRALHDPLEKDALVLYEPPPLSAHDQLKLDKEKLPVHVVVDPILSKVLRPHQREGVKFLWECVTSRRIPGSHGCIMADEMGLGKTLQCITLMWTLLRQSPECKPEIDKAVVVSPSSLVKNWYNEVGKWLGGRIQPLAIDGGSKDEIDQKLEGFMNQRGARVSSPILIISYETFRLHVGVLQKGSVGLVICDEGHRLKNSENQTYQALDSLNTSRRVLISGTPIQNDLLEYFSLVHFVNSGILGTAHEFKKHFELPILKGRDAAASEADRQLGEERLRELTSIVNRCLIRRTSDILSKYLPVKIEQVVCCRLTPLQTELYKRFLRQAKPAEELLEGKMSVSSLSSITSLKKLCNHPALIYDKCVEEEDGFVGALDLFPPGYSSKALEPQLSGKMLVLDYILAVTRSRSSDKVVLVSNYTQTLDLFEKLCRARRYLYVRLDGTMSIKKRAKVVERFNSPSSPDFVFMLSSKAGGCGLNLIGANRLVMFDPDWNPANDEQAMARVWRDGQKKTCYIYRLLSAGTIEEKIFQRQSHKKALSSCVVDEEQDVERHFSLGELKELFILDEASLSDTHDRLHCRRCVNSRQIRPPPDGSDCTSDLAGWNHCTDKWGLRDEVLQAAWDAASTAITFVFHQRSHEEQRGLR
E-sel inducer: E-selectin induction on HUVECs | P16581 | HUVEC E-selectin immunofluorescence imaging; normalized: neutral wells 0, TNF-alpha wells 100 | activation, % at 7.58 µM | actives 0.37% (n = 260,000) | AID 686992;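 active = mean E-selectin-positive cell signal at least 10% of the positive control, reached in at least 60% of replicates, without over 20% cell loss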;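 also: in these data hits start at about 27%; measured in HUVEC primary endothelial cells; signal is the percent of cells scored E-selectin positive by PE staining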
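Read-out basis: % PE-positive cells; Test system: HUVEC primary endothelial cells; Technique: immunofluorescence imaging; Dosing: single-point compound dose.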
CASP6 VEID inh: inhibitors of human caspase-6 | P55212 | purified caspase-6, Z-VEID-R110 cleavage fluorescence | inhibition, % at 12.5 µM | actives 0.53% (n = 350,000);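 active = mean inhibition across replicates at least about 35%, with every replicate also reaching that limit, limit read from the data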;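 also: 0% = median of neutral control wells and 100% = no fluorescence left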
ERp5 inh: blocks human ERp5 reductase activity on insulin | Q15084 | ERp5 insulin aggregation, absorbance 650 nm, 90 min | inhibition, % at 9.99 µM | actives 0.05% (n = 350,000) | AID 651711;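 active = mean replicate inhibition above about 25%, with every replicate also reaching it, limit read from the data, passing the limit was not always enough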
PglD inh: blocks C. jejuni PglD acetyltransferase activity. purified PglD enzyme, DTNB colorimetric CoA detection. inhibition, % at 12.5 µM. actives 0.098% (n = 360,000). AID 602405; in the data active = inhibition above about 16%, passing the limit was not always enough; also: strong numbers were not always called active
RAD52 anneal inh: inhibitors of human RAD52 DNA annealing | recombinant RAD52 DNA annealing, FRET fluorescence | actives 0.46% (n = 360,000) | AID 651710 | inhibition, % at 18.7 µM;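 active = every replicate showing at least 50% inhibition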
esBAF inh: blocks esBAF chromatin remodeling in mouse ES cells; AID 602393; Bmi1-luciferase knock-in reporter, 24 h; 100% = twice the neutral-well signal; actives 2% (n = 350,000); reporter increase, % at 12.5 µM; in the data active = activation above about 40%;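 also: 0% = median of the plate's neutral control wells and 100% = double that signal; a rise in the Bmi1 reporter signal indicates esBAF inhibition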
* hit, by the source's call; . = no result given; & = joins results of further samples.

SMILES	ARNT-TACC3 inh	RAD54 branch	E-sel inducer	CASP6 VEID inh	ERp5 inh	PglD inh	RAD52 anneal inh	esBAF inh
Brc1cccc(OCCCCn2cncn2)c1	-4	5	0.3	-2	5	0	8	1
CCCNC(=O)C[C@@H]1CC[C@H]2[C@@H](COC[C@@H](O)CN2C(=O)c2ccccn2)O1	13	2	0.1	1	-8	0	4	3
C[C@H]1CN([C@@H](C)CO)C(=O)c2cccc(NC(=O)C3CC3)c2O[C@@H]1CN(C)C(=O)Nc1ccccc1	3	-7	-0.2	2	1	1	-2	1
COc1ccccc1-c1cc(C(=O)NC2CCN(C)CC2)c2ccc(Cl)c(C)c2n1	-4	4	0.5	-11	2	-8	-4	-28
CNC(=O)C[C@@H]1CC[C@H]2[C@H](COc3ccc(NC(=O)Nc4ccccc4)cc3C(=O)N2C)O1	-3	-12	-0.1	7	8	0	1	2
CCN1C(=O)[C@@H]2[C@H](C1=O)[C@@H]1C(=O)Nc3ccccc3C(=O)N1[C@@H]2c1ccc(Br)cc1	0	-1	0.3	-1	-3	-4	-3	8
COc1cc(-c2cc(C(=O)N(C)Cc3ccccc3)c3ccccc3n2)cc(OC)c1OC	-1	-2	0.0	6	-2	3	10	-10
Cc1nc2ncnn2c(Nc2ccc3c(c2)OCCO3)c1C	5	4	.	.	.	1	.	-3
COc1ccccc1N1CCN(C2CCCN(C(=O)c3ccccn3)C2)CC1 (stereo not given)	-2	-7	.	-3	5	2	-1	-4
Cn1c(=O)c2c(n(C)c1=O)=NC1(CCCCC1)ON=2	-5	-3	.	.	.	-5	.	-12
COC(=O)COc1ccc(S(=O)(=O)N2CCc3ccccc3C2)cc1	0	10	.	.	.	0	.	6
COc1ccccc1C(CC(=O)Nc1ccc(C)c(C)c1)c1ccc(OC(C)C)cc1 (stereo not given)	-3	.	.	-5	-1	.	-11	.
CCCCN1C(=O)C(CC(=O)NCc2cccs2)CC(C(=O)N(C)C)=C1C (stereo not given)	.	.	-0.1	-1	7	.	-4	-3
CCS(=O)(=O)N1CC2(C1)CN(S(=O)(=O)c1ccccc1)[C@@H](CO)c1c2c2ccc(OC)cc2n1C	.	.	-0.1	-2	7	.	6	.
Cc1ccc(C(=O)N2c3ccccc3NC(=O)C2C)cc1 (stereo not given)	-13	.	.	0	2	.	-5	.
Cc1nnc(Sc2cc(C(=O)NCc3ccco3)c3ccccc3n2)s1	-2	5	.	.	.	2	.	-6
CC(=O)CN1C(=O)NC2(CCCc3ccccc32)C1=O (stereo not given)	0	-7	2.1	4	1	1	-15	-8
O=C1OC(c2ccccc2)=N/C1=C\C=C\c1ccco1	-3	.	.	56*	6	.	-31	.
CNC(=O)C[C@@H]1CC[C@H]2[C@@H](COC[C@@H](O)CN2Cc2ccc(Cl)c(Cl)c2)O1	5	15	-0.1	.	.	0	.	1
CCOc1nc(SC(C(C)=O)C(=O)Nc2ccccc2)nc(N(C)C)n1 (stereo not given)	1	6	.	.	.	0	.	15
O=S(=O)(NCC1CCCO1)c1ccccc1 (stereo not given)	-9	6	.	0	-1	3	-3	-14
CN1C(=O)C(C)(C)c2cc(S(=O)(=O)N3CCC(C(=O)NCc4ccc(Cl)cc4)CC3)ccc21	-5	-3	.	0	2	1	-3	2
O=C(c1cc(-c2ccccc2O)on1)N1CCCCCC1	1	7	.	-1	-1	1	-10	60*
O=C(OCc1nnc(-c2ccccc2)o1)c1cn(-c2ccccc2)nc1-c1ccccc1	-6	-2	.	.	.	-3	.	17
Cc1ccc(C(C(=O)NCC2CCCO2)N(C(=O)c2snc(C(N)=O)c2N)c2ccc(C)c(C)c2)o1 (stereo not given)	3	.	0.2	3	3	.	-8	21
Cc1c(C(=O)NCc2ccc(C(F)(F)F)cc2)sc(=O)n1Cc1cccc(F)c1	.	1	.	3	-5	4	-8	-6
CN(C)C(=O)c1ccc(NC(=O)c2ccccc2SCC(=O)N2CCCC2)cc1	-16	0	.	-2	1	3	-7	5
Cc1cc(C)n(CC(=O)Nc2ccc3c(c2)OCO3)c(=O)c1C#N	-4	1	.	-2	10	-5	-10	-1
COc1ccc(C(=O)/C(C#N)=N/Nc2ccc([N+](=O)[O-])cc2)cc1	-5	.	-0.1	3	0	.	-2	.
C[C@H]1CCCCO[C@H](CN(C)C(=O)Nc2ccc3c(c2)OCO3)[C@@H](C)CN([C@@H](C)CO)C(=O)c2cc(NC(=O)Nc3ccc(F)cc3)ccc2O1	-1	-5	0.0	1	2	-1	1	-2
C=C[C@@H]1c2cc(C)ccc2N(S(=O)(=O)c2ccc(C)cc2)[C@H](c2ccccc2)C1(C#N)S(=O)(=O)c1ccccc1 (stereo not given in full)	-4	7	-0.3	.	.	-2	.	4
CCOc1ccccc1C(=O)Nc1nnc(C(C)C)s1	-6	-3	0.1	2	1	1	-2	8
O=S(=O)(Nc1ccccc1Cl)c1ccc(F)cc1	-3	-10	.	.	.	-11	.	-2
CCCC#Cc1ccc2c(c1)[C@@H]1[C@@H](CCN1S(=O)(=O)c1ccccc1)[C@@H](CO)N2C	9	3	-0.5	.	.	0	.	-1
CCn1c(CCn2c3ccccc3c3ccccc32)n[nH]c1=S	-6	1	2.3	.	.	7	.	.
CO[C@H]1CN(C)C(=O)c2cc(NS(=O)(=O)c3cccc(Cl)c3)ccc2OC[C@H](C)NC[C@H]1C	-10	0	-0.2	-2	8	5	-3	3
O=C(c1cccc([N+](=O)[O-])c1)c1ccc2c(c1)OCCOCCOCCOCCO2	.	7	1.1	2	2	6	-10	.
CO[C@@H]1CN(C)C(=O)c2ccc(NS(C)(=O)=O)cc2OC[C@@H](C)N(C(=O)C2CCOCC2)C[C@@H]1C	-6	-11	-0.3	1	7	0	-2	-5
Cc1cc(C)cc(NC(=O)C/C(N)=N/O)c1	11	-1	.	.	.	-2	.	0
Cc1ccc(S(=O)(=O)N[C@H]2CC[C@H](CCNC(=O)C3CCOCC3)O[C@@H]2CO)cc1	-17	-10	-0.1	-3	-5	4	2	-2

Of the compounds above, two contain a nitro group on carbon:
SMILES	ARNT-TACC3 inh	RAD54 branch	E-sel inducer	CASP6 VEID inh	ERp5 inh	PglD inh	RAD52 anneal inh	esBAF inh
COc1ccc(C(=O)/C(C#N)=N/Nc2ccc([N+](=O)[O-])cc2)cc1	-5	.	-0.1	3	0	.	-2	.
O=C(c1cccc([N+](=O)[O-])c1)c1ccc2c(c1)OCCOCCOCCOCCO2	.	7	1.1	2	2	6	-10	.

New compounds follow
SMILES	ARNT-TACC3 inh	RAD54 branch	E-sel inducer	CASP6 VEID inh	ERp5 inh	PglD inh	RAD52 anneal inh	esBAF inh
COc1ccc(NC(=O)N2C[C@@H](O)COC[C@H]3O[C@@H](CC(=O)NCc4ccccc4OC)CC[C@@H]32)cc1	9	3	-0.1	1	-4	2	-2	1
COc1cc(/C=C2\SC(=O)N(Cc3ccc(F)cc3)C2=O)cc([N+](=O)[O-])c1O	-1	.	.	7	10	.	-31	-10
Cc1cccc(C2N(c3nccs3)C(=O)C3CCCN32)c1 (stereo not given)	3	3	.	.	.	-1	.	-5
O=C(Nc1ccc2nc(-c3ccccn3)c(-c3ccccn3)nc2c1)N1CCOCC1	4	.	.	10	-1	.	-15	-6
C[C@@H]1CCCCO[C@H](CN(C)C)[C@@H](C)CN([C@H](C)CO)C(=O)c2cc(NS(=O)(=O)c3cccs3)ccc2O1	-2	7	0.4	2	-4	1	-19	-3
COc1ccc(-c2cnc3c(c2)C(=O)N([C@H](C)CO)C[C@@H](C)[C@@H](CN(C)C(=O)CN(C)C)O3)cc1	0	8	0.0	1	-11	2	-17	4
CCCN1[C@H](C(=O)NC2CCC2)[C@@H](CO)[C@@H]2Cn3c(ccc(-c4ccccc4F)c3=O)[C@@H]21	-8	-6	-0.1	0	0	0	-7	1
C=C1C(=O)O[C@@]23[C@H]1CC[C@@H](C)[C@@H]2CC[C@@]1(C)O[C@@H]31	-14	0	.	.	.	7	.	-1
COc1ccc(S(=O)(=O)N(C)C[C@@H]2Oc3ccc(NC(=O)CCCN(C)C)cc3CC(=O)N([C@H](C)CO)C[C@H]2C)cc1	2	5	0.1	0	3	1	6	-2
COc1ccc(C[C@H]2c3cc(O)c(OC)cc3CC[N+]2(C)[O-])cc1O (stereo not given in full)	5	-4	.	1	0	0	-2	-6
CCCc1cc(C(=O)NCCc2ccc(OC)c(OC)c2)no1	4	-8	-2.4	3	-3	-1	-2	6
Cc1cn(-c2cc(C(=O)Nc3ccc(C)c(NC(=O)C(=O)c4c[nH]c5ccccc45)c3)cc(C(F)(F)F)c2)cn1	.	26&5	-0.2&-0.2	0&-3	7&6	0&-7	-17&-7	-6&-5
O=C(COC(=O)Cc1cn2ccsc2n1)Nc1nc2ccccc2s1	5	-5	.	.	.	-2	.	14
COc1ccc(NC(=O)[C@@H]2CCCN2S(=O)(=O)c2cccc3cccnc23)cc1	1	-3	0.1	-3	-1	0	-18	4
C[C@@H]1CN([C@H](C)CO)C(=O)c2cc(C#CCc3ccccc3)cnc2O[C@@H]1CN(C)C(=O)C1CC1	-6	7	0.4	1	-1	-2	-6	1
C[C@H]1CN=C(N(C)C)N1CCc1ccccc1	0	-1	0.2	-4	-2	-4	-12	-2

An excerpt of these results, field by field.
O=C(COC(=O)Cc1cn2ccsc2n1)Nc1nc2ccccc2s1
  ARNT-TACC3 inh = 5
  RAD54 branch = -5
  E-sel inducer = .
  CASP6 VEID inh = .
  ERp5 inh = .
  PglD inh = -2
  RAD52 anneal inh = .
  esBAF inh = 14

CCCc1cc(C(=O)NCCc2ccc(OC)c(OC)c2)no1
  ARNT-TACC3 inh = 4
  RAD54 branch = -8
  E-sel inducer = -2.4
  CASP6 VEID inh = 3
  ERp5 inh = -3
  PglD inh = -1
  RAD52 anneal inh = -2
  esBAF inh = 6

COc1ccc(S(=O)(=O)N(C)C[C@@H]2Oc3ccc(NC(=O)CCCN(C)C)cc3CC(=O)N([C@H](C)CO)C[C@H]2C)cc1
  ARNT-TACC3 inh = 2
  RAD54 branch = 5
  E-sel inducer = 0.1
  CASP6 VEID inh = 0
  ERp5 inh = 3
  PglD inh = 1
  RAD52 anneal inh = 6
  esBAF inh = -2

Screens deposited in PubChem by Broad Institute.
